High-throughput results as filed in PubChem.
SV40 large T antigen – SV40 large T antigen inhibitors, biochemical (AID 1903) | SV40 large T antigen ATPase/helicase inhibition assay; higher % means a stronger effect | one-dose inhibition, % at 20 µM; IC50 in µM for titrated hits | actives 0.39% (n = 310,000); in the data active means a potency from the dose series; further: strong numbers were not always called active
West Nile virus CPE – West Nile virus antiviral activity, cell-based, CPE readout (AID 1621). West Nile virus-infected cells, CPE inhibition; higher % means a stronger effect. CPE inhibition, % at 10 µM; hits with a dose series show IC50 in µM. actives 0.02% (n = 290,000); in the data active means a potency from the dose series; further: strong numbers were not always called active
The depositor's hits bear a star; x = not tested or not shown. Not all compounds are listed (hit frequency here may not be typical).

#1 COc1cc(C(=O)NCCCC2CCCC2)ccc1OC1CCN(C(C)=O)CC1
#2 O=C(NC1CCCC1)C(c1ccccc1F)N(C(=O)c1csnn1)c1ccccc1 (centres undefined)
#3 CCn1cc(C(=O)NCCc2ccc(Cl)cc2)c(=O)c2cc(S(=O)(=O)N(C)C)ccc21
#4 Cc1cccc(Nc2c([N+](=O)[O-])ccc3nonc23)c1C
#5 Cc1ccc(CNC(=O)C2CCN(C(=O)Nc3ccc(C)cc3)CC2)cc1
#6 O=C(N/C(=C/c1ccc(F)cc1)C(=O)N1CCOCC1)c1ccccc1
#7 CCOc1ccccc1NC(=S)NC(=O)CCc1ccccc1
#8 CN(Cc1nccs1)C(=O)C1CCC(=O)N(CCCc2ccccc2)C1 (centres undefined)

assay / compound	1	2	3	4	5	6	7	8
SV40 large T antigen	x	x	x	x	x	x	x	x
West Nile virus CPE	0.1%	1.1%	0.3%	-0.2%	-0.2%	-0.5%	-0.9%	-0.4%

#9 CC(=O)c1[nH]c(C)c(C(=O)N2CCCC(Nc3ccc(C(C)C)cc3)C2)c1C (centres undefined)
#10 Cn1cc(Br)c(C(=O)N/N=C/c2cc3c(cc2Cl)OCO3)n1
#11 Cc1ccc(C(=O)N(CCN2CCCCC2)CC2CCCN(C3CCCC3)C2)s1 (centres undefined)
#12 COc1cc(OC)cc(C(=O)c2c(C)c(C#N)c3ccccn23)c1
#13 CCOC(=O)C1CCN(C(=O)c2ccc(OC3CCN(C(=O)COC)CC3)cc2)CC1
#14 COC(=O)CSc1nc2sc3c(c2c(=O)n1-c1ccc(OC)cc1)CCN(C)C3
#15 COC(C(=O)NNS(=O)(=O)c1ccccc1[N+](=O)[O-])c1ccccc1 (centres undefined)
#16 CCCc1cc(C(=O)Nc2ccc(OC)cc2[N+](=O)[O-])cs1

assay / compound	9	10	11	12	13	14	15	16
SV40 large T antigen	x	x	x	x	x	x	x	x
West Nile virus CPE	-1.5%	-0.6%	-1.0%	2.5%	-0.4%	0.9%	0.4%	-0.8%

Full records from above. Values in the order: SV40 large T antigen | West Nile virus CPE
Cc1ccc(C(=O)N(CCN2CCCCC2)CC2CCCN(C3CCCC3)C2)s1 (centres undefined) is listed with x | -1.0%
CCOC(=O)C1CCN(C(=O)c2ccc(OC3CCN(C(=O)COC)CC3)cc2)CC1 is listed with x | -0.4%
CCCc1cc(C(=O)Nc2ccc(OC)cc2[N+](=O)[O-])cs1 is listed with x | -0.8%
COC(=O)CSc1nc2sc3c(c2c(=O)n1-c1ccc(OC)cc1)CCN(C)C3 is listed with x | 0.9%

Other records
#17 Cc1ccc(OCc2cc(C(=O)NCc3cc(F)ccc3C)no2)cn1
#18 Cc1ccc(N2CC(C)Cn3c2nc2c3c(=O)[nH]c(=O)n2C)cc1 (centres undefined)
#19 O=C(NNC(=O)c1ccccc1C(=O)O)c1ccc(S(=O)(=O)N2CCCCC2)cc1
#20 COc1ccc(CNC(=O)C2CC(O)CN2C(=O)Nc2ccccc2)cc1 (centres undefined)
#21 C/C(=N\NC(=O)c1ccc(Cn2cc(Br)cn2)o1)c1ccc(NC(=O)c2ccoc2C)cc1
#22 COc1ccccc1CN1CC(C(=O)NCCc2ncccc2C)CCC1=O (centres undefined)
#23 O=c1[nH]c(=S)n(-c2cccc(C(F)(F)F)c2)c(O)c1C=NCCN1CCNCC1
#24 CCc1nnc(NC(=O)c2ccc(F)c(S(=O)(=O)N3CCCCC3)c2)s1

assay / compound	17	18	19	20	21	22	23	24
SV40 large T antigen	x	x	x	x	x	x	x	x
West Nile virus CPE	-0.4%	0.0%	0.0%	-0.2%	1.4%	-0.1%	0.0%	-0.8%

#25 O=C(c1ccccc1)C1CCN(C(=O)C2CCC(=O)N(Cc3cccc(F)c3)C2)CC1 (centres undefined)
#26 O=C(Nc1ccc(Br)cc1)Nc1cnccn1
#27 COc1ccc(N2CCN(c3nc4c(C)cccn4c(=O)c3C=C(C#N)C#N)CC2)cc1
#28 COc1ccc(N2CCN(CCNC(=O)c3ccc4nc5ccccc5c(=O)n4c3)CC2)cc1
#29 CC(=O)Nc1c(-c2cc(=O)oc3cc(C)ccc23)oc2ccccc12
#30 CCn1cc(/C=C(\NC(=O)c2ccc(OC)c(OC)c2)C(=O)NCCCN2CCOCC2)c2ccccc21
#31 CCN(CC)S(=O)(=O)c1ccc2c(c1)c(=O)c(C(=O)NCCc1ccc(OC)c(OC)c1)cn2C
#32 CCCN1CCc2c(sc3nc(SCC)n(-c4ccc(OC)cc4)c(=O)c23)C1

assay / compound	25	26	27	28	29	30	31	32
SV40 large T antigen	x	x	x	x	x	x	x	x
West Nile virus CPE	0.2%	-1.0%	-0.3%	0.0%	0.0%	-0.2%	12.1%	0.6%

In a second layout: 4 of the compounds above.
Sequence of screens – SV40 large T antigen, West Nile virus CPE
29: CC(=O)Nc1c(-c2cc(=O)oc3cc(C)ccc23)oc2ccccc12
    x, 0.0%
31: CCN(CC)S(=O)(=O)c1ccc2c(c1)c(=O)c(C(=O)NCCc1ccc(OC)c(OC)c1)cn2C
    x, 12.1%
32: CCCN1CCc2c(sc3nc(SCC)n(-c4ccc(OC)cc4)c(=O)c23)C1
    x, 0.6%
28: COc1ccc(N2CCN(CCNC(=O)c3ccc4nc5ccccc5c(=O)n4c3)CC2)cc1
    x, 0.0%

Following part.
#33 CC(C)CC(=O)Nc1nc(-c2ccc(S(=O)(=O)N3CCOCC3)cc2)cs1
#34 Cc1noc(NS(=O)(=O)c2ccc(NC(=O)c3oc4ccc(F)cc4c3C)cc2)c1C
#35 Cc1ccc(C2=NN(C(=O)CCl)C(c3ccco3)C2)o1 (centres undefined)
#36 COc1ccccc1CCNC(=O)C1CCC(=O)N(Cc2cccc(F)c2)C1 (centres undefined)
#37 C=CCn1c(=O)c2ccccc2n2c(SCC(=O)NC(C)C)nnc12
#38 COc1ccccc1NC1CCCCC1NS(=O)(=O)c1ccc(C)cc1 (centres undefined)
#39 Clc1nc(-c2ccccc2)cc(-c2ccc(Br)cc2)n1
#40 O=C(CN(C1CCCCC1)S(=O)(=O)c1ccccc1)NCC1CCCO1 (centres undefined)

assay / compound	33	34	35	36	37	38	39	40
SV40 large T antigen	x	x	x	x	x	x	x	x
West Nile virus CPE	-0.9%	0.0%	-1.4%	-0.3%	-0.2%	-0.6%	0.7%	-0.3%

#41 COc1cccc(CN2CC(C(=O)NCc3cccc(Cl)c3)CCC2=O)c1 (centres undefined)
#42 COc1ccc(OC)c(CC(NC(C)=O)C(=O)NC2CCN(C(=O)c3cccc(C)c3)CC2)c1 (centres undefined)
#43 CC(C)(C)OC(=O)N1CCN(c2ccc(NC(=O)c3ccco3)cc2)CC1
#44 CCOC(=O)C1=C(C)N(CCCC(=O)O)C(=O)NC1c1ccc(C(F)(F)F)cc1 (centres undefined)
#45 COc1ccc(C(=O)C2CCCN(C(=O)c3cccc(N4CCCC4=O)c3)C2)cc1OC (centres undefined)
#46 C/C(=N/NC(=O)C1CCCN1C(=O)c1ccc([N+](=O)[O-])cc1)c1ccc(Br)cc1 (centres undefined)
#47 O=C(NCc1ccc(F)c(F)c1)C1CCC(=O)N(CCc2ccccc2)C1 (centres undefined)
#48 COc1ccc(CNc2ccccn2)c(O)c1

assay / compound	41	42	43	44	45	46	47	48
SV40 large T antigen	x	x	x	x	x	x	x	x
West Nile virus CPE	0.4%	0.1%	-0.3%	-0.2%	-0.3%	-0.7%	0.0%	0.0%

Screen by screen, from the results shown:
Compounds 18–28 in West Nile virus CPE: 0.0%, 0.0%, -0.2%, 1.4%, -0.1%, 0.0%, -0.8%, 0.2%, -1.0%, -0.3%, 0.0%

Next records follow:
#49 CCn1nnc(-c2ccccc2NC(=O)c2cnccn2)n1
#50 Cc1nc(CCNC(=O)C2CCC(=O)N(Cc3ccc(Cl)cc3)C2)sc1C (centres undefined)
#51 CC(=O)c1ccc(OCc2cc(C(=O)N(C)C(C)c3nccs3)no2)cc1 (centres undefined)
#52 Cc1cc(C(=O)N2CCCC2)n[nH]1
#53 COc1ccc(/C=C2\CCC/C(=C\c3ccc(OC)c(OC)c3OC)C2=O)c(OC)c1OC
#54 Cc1cccc(CNC(=O)C2CCC(=O)N(Cc3ccccc3F)C2)n1 (centres undefined)
#55 Cc1cc(C)n(C(=O)CNC(=O)c2cccc(Cl)c2)n1
#56 CCC(OC(=O)C(C)N1C(=O)C(=O)c2ccccc21)C(=O)Nc1ccccc1OC (centres undefined)

assay / compound	49	50	51	52	53	54	55	56
SV40 large T antigen	x	x	x	x	x	x	x	x
West Nile virus CPE	0.5%	-0.3%	-0.1%	0.6%	0.8%	1.3%	0.5%	-0.1%

#57 COc1ccccc1N1CCN(Cc2cnc3ccc(Cl)cn23)CC1
#58 O=c1[nH]cnc2c1C(c1ccccc1)c1c(nc[nH]c1=O)O2
#59 CCNC(=O)[C@@H]1CCCN1C(=O)[C@H](CCCN=C(N)N)NC(=O)[C@H](CC(C)C)NC(=O)[C@@H](CC(C)C)NC(=O)[C@H](Cc1ccc(O)cc1)NC(=O)[C@H](CO)NC(=O)[C@H](Cc1c[nH]c2ccccc12)NC(=O)[C@H](Cc1cnc[nH]1)NC(=O)[C@@H]1CCC(=O)N1
#60 Cc1cc(C)c2c(c1)c1nnc(SCCN3CCCCC3)nc1n2C
#61 O=C(CNS(=O)(=O)c1ccc(Br)cc1)Nc1ccc2c(c1)OCCO2
#62 Cc1ccc(OCc2cc(C(=O)N(C)CCc3nc4ccccc4[nH]3)no2)cc1C
#63 COc1cc2c(cc1OC)/C(=C/C(=O)c1ccc([N+](=O)[O-])c(C)c1)NCC2
#64 COc1cc(/C=N/NC(=O)c2c(-c3c(Cl)cccc3Cl)noc2C)ccc1OCC(N)=O

assay / compound	57	58	59	60	61	62	63	64
SV40 large T antigen	x	x	x	x	x	x	x	x
West Nile virus CPE	-0.5%	0.1%	0.3%	-0.6%	0.6%	-0.4%	-0.1%	-0.2%

#65 CC(=O)N/C(=N/c1nc(C)cc(C)n1)Nc1ccc(C)cc1Cl
#66 CCc1ccccc1N(C(=O)c1snc(C(N)=O)c1N)C(C(=O)NCC1CCCO1)c1ccc(N(C)C)cc1 (centres undefined)
#67 CC(=O)NCCC(=O)Nc1nc(-c2c[nH]c3ccccc23)cs1
#68 O=c1[nH]c(NC2CCN(S(=O)(=O)c3ccccc3C(F)(F)F)CC2)nc2c1CCCC2
#69 CCc1cc2c(=O)c(-c3nc4ccccc4n3C)coc2c(CN2CCCCC2C)c1O (centres undefined)
#70 CCCOC1CCCN(C(=O)c2cc(COc3cncc(Cl)c3)on2)C1 (centres undefined)
#71 COc1ccc(N(CC(=O)NCCC(C)C)C(=O)c2snc(C(=O)NC3CCCCC3)c2N)c(OC)c1
#72 COc1cccc(CN2CCC(C(=O)Nc3ccc(Oc4cccnc4)cc3)CC2)c1

assay / compound	65	66	67	68	69	70	71	72
SV40 large T antigen	x	x	x	x	x	x	x	x
West Nile virus CPE	-0.8%	0.2%	-0.2%	1.7%	0.2%	-0.6%	-0.3%	-1.2%

#73 COc1ccc(C(C(=O)NC2CCCCC2)N(C(=O)c2ccco2)c2ccc(-n3cnnn3)c(C)c2)cc1 (centres undefined)
#74 COc1ccc(OC)c(NC(=O)CSc2nnnn2C2CCCC2)c1
#75 O=C(NCCc1ccccc1F)C1CC(O)CN1C(=O)Nc1ccccc1 (centres undefined)
#76 Cc1cc(OCC(=O)NNC(=O)c2cnccn2)cc(C)c1Cl
#77 CCCC(=O)Nc1sc(-c2ccccc2)c(-c2ccccc2)c1C(=O)O
#78 CC1(C)CC(=O)C=C(Nc2cccc(C(F)(F)F)c2)C1
#79 CCn1cc(C(=O)Nc2ccc(Cl)cc2Cl)cn1
#80 OCCNc1nnc(-c2ccccc2)c(-c2ccccc2)n1

assay / compound	73	74	75	76	77	78	79	80
SV40 large T antigen	x	x	x	x	5.3%	12.7%	5.2%	9.2%
West Nile virus CPE	0.0%	0.1%	0.9%	-0.8%	x	x	x	x

#81 CCN(C(=O)CCCCC(=O)N(CC)c1ccccc1)c1ccccc1
#82 Cc1ccc(C(=O)NCC(C)NC(=O)c2ccc(C)c([N+](=O)[O-])c2)cc1[N+](=O)[O-] (centres undefined)
#83 OCCN1CCN(C2CCC(c3ccc(F)cc3)c3ccc(F)cc32)CC1 (centres undefined)
#84 Nc1nnn(-c2ccccc2)c1-c1ccccc1
#85 COc1cccc(-c2cc(C(=O)N/N=C/c3cccc(OC)c3OC)c3ccccc3n2)c1
#86 CC(=O)/C(=N\Nc1ccccc1)Oc1ccc(Br)cc1
#87 O=C(C[n+]1ccccc1)Nc1ccccc1
#88 FC(F)(F)c1cccc(CN2CCN(c3ncccn3)CC2)c1

assay / compound	81	82	83	84	85	86	87	88
SV40 large T antigen	11.8%	12.2%	3.3%	11.2%	9.2%	2.8%	-1.9%	3.0%
West Nile virus CPE	x	x	x	x	x	x	x	x

#89 O=C(Nc1cc(Cl)ncn1)c1ccccc1
#90 O=C(O)C(F)=C(c1ccccc1)c1ccccc1
#91 CCc1ccccc1NC(=O)C1CCCC1
#92 Cc1ccc(OCC(=O)Oc2ccccc2[N+](=O)[O-])cc1
#93 NN=C(c1ccccc1)c1ccccc1
#94 Cc1cc(S(=O)(=O)c2ccc([N+](=O)[O-])cn2)ccc1Br
#95 Cc1cc(C(=O)Nc2ccc3c(c2)CCC3)ccc1[N+](=O)[O-]

assay / compound	89	90	91	92	93	94	95
SV40 large T antigen	9.4%	6.8%	12.1%	22.1%	9.3%	20.6%	4.2%
West Nile virus CPE	x	x	x	x	x	x	x
